p53ts 32C kill – kills p53ts cells at the permissive temperature; H1299-p53A138V at 32C, ATP luminescence viability, 24 h; AID 924; 130,000 tested, 0.93% active; Potency, µM (titrated, usually from 46.1 µM), for the others: top-dose activity change, negative = cytotoxicity, usual class: cytotoxic;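 note: 0% = DMSO and -100% = full killing by reference compound; nearly all actives have a fitted effect of over 55% in size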
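ATP-content luminescence (ATPlite) read-out after 24 h compound exposure at 32C in H1299-p53A138V cells (600/well). Tested up to 46 uM. Normalized to DMSO (0%) and 100 uM tamoxifen (100% killing); Hill-fit AC50.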
Peg3 imprint – genomic imprint erasure induction; mouse ES Peg3-LacZ reporter, beta-gal luminescence, 40 h; Potency, µM (doses to about 60.7 µM), without a hit: at the highest dose activity change, positive = activation, most hits filed as activators; 110,000 tested, 0.02% active; AID 1948;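 note: 0% = negative control wells on the plate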
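Gelatin-coated wells received 300 freshly trypsinized female ES cells with a Peg3LacZ-Neo reporter on the maternal allele, then incubated 40 hours at 37C. BetaGlo was added for 5 minutes at room temperature before a single luminescence read.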
IkB signaling – inhibitors of IkB signaling in ABC-DLBCL cells. ABC-DLBCL IkBa-CBG/CBR dual luciferase ratio, 4 h; response scale: scaled: untreated 0%, proteasome inhibitor 100%. Potency, µM (highest dose often 57.1 µM), inactives show at the top dose IkBa stabilization activation. 110,000 tested, 0.04% active. AID 445; active = well fitted curve in the direction sought with a large enough effect in the signal ratio, not every such curve was filed as active; inconclusive = small, poorly fitted or top-dose-only effect, or a change in a side signal; the % refers to the signal ratio;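 note: the direction sought is a rising ratio; 0% = basal untreated cells and 100% = reference inhibitor full response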
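Curves were fitted separately to fusion (green), unfused (red) and ratio luminescence, then classed by r2, magnitude and activity. Cells: OCI-Ly3, 4 h compound plus doxycycline at 37C; 10 uM MG-132 defined full response.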
p53ts 39C tox – kills p53ts cells at the nonpermissive temperature | H1299-p53A138V viability at 39C, ATP luminescence, 24 h | Potency, µM (series often up to 46.1 µM), for inactives: top-dose activity change, negative = cell killing, most hits filed as cytotoxic | 130,000 tested, 1.5% active | AID 902; note: nearly all actives have a fitted effect of over 55% in size
Starred values were filed as active, the others as inactive; ? = inconclusive; nt = not tested or not shown; [ ] = dose if it differs, or a comment. Unless noted, calls come from the whole dose curve; as a rule, active = well fitted curve in the direction sought with a large enough effect; inconclusive = small, poorly fitted or top-dose-only effect, or another doubt; inactive = no such curve, though single readings can be large; an effect the other way counts as inactive or inconclusive. Unless noted, % is set by controls: 0 for no effect and ±100 for the full control effect; potency is the fitted concentration of half-maximal effect.

SMILES	p53ts 32C kill	Peg3 imprint	IkB signaling	p53ts 39C tox
CC(C)CC(=O)Nc1ccc(Cl)c(-c2nc3ccccc3[nH]2)c1	30.4%[activator]	-16.0%[10.9 µM]	?	-8.1%
C/C=C(\C)c1nnc(NC(=O)OCC)s1	-2.7%	-41.3%[inhibitor]	-1.4%	-2.0%
CCc1ccc(CCC(=O)Nc2ccc(C)c(C)c2)o1	8.4%	-21.3%	-1.4%	7.5%
CCOC(=O)CN(C(=O)CSc1nnc(-c2ccncc2)n1CCCOC)c1ccccc1	-8.2%	nt	nt	-26.7%
COc1cc(C(=O)Nc2nncs2)cc(OC)c1OC	-1.5%	-1.8%	7.7%	3.7%
CSc1nc(SCC(=O)NCc2ccco2)c2c3c(sc2n1)COC(C)(C)C3	4.6%	-7.5%	-2.7%	12.2%
COc1ccc(-c2csc3ncnc(Nc4cc(OC)cc(OC)c4)c23)cc1	?	11.1%[10.9 µM]	-0.2%	43.5%[activator]
CCOCc1ccccc1Nc1ncnc2onc(-c3ccc(Cl)cc3)c12	4.9%	-8.5%[10.9 µM]	1.2%	10.4%
c1csc(-n2nc3ccccc3n2)c1	-6.3%	-12.4%	-2.2%	1.5%
CCOC(=O)C1CCC(CN(Cc2ccc(Cl)cc2)S(=O)(=O)c2ccc(F)c(C(=O)Nc3cccc(F)c3)c2)CC1 (stereo unspecified)	13.0%	-13.2%[10.9 µM]	?	-10.6%
COc1cc(OC)c(N(C)C(=O)c2c(C)oc3ncnc(N4CCCCC4)c23)cc1Cl	-3.2%	2.9%[10.9 µM]	-2.7%	-2.6%
Cc1ccc(NC(=O)c2c(C)nc3sc(C(=O)Nc4ccc(F)cc4)c(N)c3c2-c2ccc(Cl)cc2)c(C)c1	4.1%	-6.1%[10.9 µM]	?	-15.2%
Cn1c(=O)oc2cc(S(=O)(=O)NCCC(=O)NCCc3ccccc3)ccc21	-11.3%	-4.5%	-0.5%	-2.1%
Cc1cc(C)c(S(=O)(=O)Nc2ccc(-c3ccc(N4CCCCCC4)nn3)cc2)cc1C	7.2%	-15.8%[10.9 µM]	?	-10.8%
CON(C)C(=O)c1nnc2c(n1)[nH]c1ccccc12	-9.3%[9.22 µM]	nt	nt	3.6%[9.22 µM]

Some of the entries so far, as labelled records:
CSc1nc(SCC(=O)NCc2ccco2)c2c3c(sc2n1)COC(C)(C)C3
  p53ts 32C kill = 4.6%; Peg3 imprint = -7.5%; IkB signaling = -2.7%; p53ts 39C tox = 12.2%

COc1ccc(-c2csc3ncnc(Nc4cc(OC)cc(OC)c4)c23)cc1
  p53ts 32C kill = ?; Peg3 imprint = 11.1%[10.9 µM]; IkB signaling = -0.2%; p53ts 39C tox = 43.5%[activator]

CCOCc1ccccc1Nc1ncnc2onc(-c3ccc(Cl)cc3)c12
  p53ts 32C kill = 4.9%; Peg3 imprint = -8.5%[10.9 µM]; IkB signaling = 1.2%; p53ts 39C tox = 10.4%

Other entries follow.
SMILES	p53ts 32C kill	Peg3 imprint	IkB signaling	p53ts 39C tox
COc1cc(OC)c(OC)cc1NC(=O)CC1COc2ccccc2O1 (stereo unspecified)	-19.1%	nt	nt	19.4%
CCNC(=O)CCS(=O)(=O)c1ccc2ccccc2c1	-3.3%	nt	nt	2.0%
Cc1ccc2nc(SCc3nc(-c4ccccc4C)no3)[nH]c2c1	3.7%	15.2%[10.9 µM]	?	10.9%
CCOC(=O)N1CCC(NS(=O)(=O)c2cc3c(cc2Cl)NC(=O)CO3)CC1	5.4%	-12.8%	3.9%	7.3%
CCC(=O)c1ccc(OCC(=O)Nc2nn3cnnc3s2)cc1	?	-9.4%	1.5%	?
COC(=O)c1ccc(NC(=O)CN2C(=O)CCC2=O)cc1	-6.9%	-7.7%	0.5%	-2.7%
Cc1ccc(-n2ncc3c(=O)[nH]c(SC(C)C)nc32)cc1	6.5%	-5.6%	-2.3%	-6.8%
CCCCN(CCCC)S(=O)(=O)c1ccc(C(=O)Nc2nnc(CSC)o2)cc1	-20.0%	-23.8%	-0.3%	15.8µM*
COC(=O)C1(Cc2ccccc2)NC(c2ccc(F)cc2)C2C(=O)N(C)C(=O)C21 (stereo unspecified)	-2.5%	nt	nt	24.7%
Cc1cccc2nc(C(F)(F)F)nc(=O)n12	1.6%	-2.3%	-0.2%	-3.2%
CN1CCc2c(sc3c2c(=O)n(-c2ccc(Cl)cc2)c2nncn32)C1	-4.5%	nt	nt	-4.0%
CCOC(=O)NC(C(F)(F)F)(C(F)(F)F)P(=O)(c1ccccc1)c1ccccc1	-5.1%	-1.8%	-0.5%	-2.3%
COc1ccc(-c2nc3cnc(N4CCOCC4)nc3n(-c3ccc(OC)cc3)c2=O)cc1	7.0%	?	-2.6%[11.4 µM]	-10.7%
COc1ccc(-c2c(C)nn3c(-c4ccccc4)cc(C)nc23)cc1OC	-5.4%	-7.2%[10.9 µM]	-0.2%	5.5%
COc1ccc2nc(NC(=O)CSc3nc4cccnc4n3C)sc2c1	?	-22.3%	-0.4%	?
COc1ccc(C(=O)Oc2c(CN3CCOCC3)cc(Cl)c3cccnc23)cc1	-12.3%	-31.2%[inhibitor]	-2.1%	?
COc1ccc(S(=O)(=O)N(C)CC(=O)Nc2ccc3c(c2)OCCO3)cc1OC	0.3%	-5.2%	-0.5%	6.5%
Cc1ccc(O)c(-c2cc(C(F)(F)C(F)F)[nH]n2)c1	4.7%	-17.0%	3.6%	5.2%
O=C(Nc1ccc(F)c(Cl)c1)c1ccc2c(Cl)c3c(nc2c1)CCCC3	-9.2%	-4.8%[10.9 µM]	?	-3.4%
COc1ccccc1N=c1scc(-c2ccc(S(=O)(=O)N3CCCC3)cc2)n1C	10.3%	-22.3%[10.9 µM]	?	-10.2%
Cc1cc2nnc(SCC(=O)N3C(C)CCCC3C)n2c(N)n1 (stereo unspecified)	0.2%	2.5%	-0.3%	-8.6%
CCOc1ccc(=O)n(-c2ccccc2)n1	-10.2%	nt	nt	2.4%
Cc1cc(C)c(/C=C/c2onc(C)c2S(=O)(=O)N2CCC(C(=O)Nc3cccc(C)c3C)CC2)c(C)c1	-0.8%	10.7%[10.9 µM]	0.6%	?
O=C(COc1ccc(Cl)cc1)OCC(=O)N1CCCC1	3.5%	-1.6%	0.3%	-4.5%
Cc1ccc(/C=C(\C#N)C(=O)Nc2cccc(Cl)c2)o1	-2.0%	-10.4%[10.9 µM]	23.8%	?
Cc1ccc(-c2nc(CS(=O)CC(=O)N3CCN(c4ccc(Cl)cc4)CC3)c(C)o2)cc1 (stereo unspecified)	-6.2%	-9.9%[10.9 µM]	?	-20.3%
CNS(=O)(=O)c1cn(CC(=O)N2CCN(c3cccc(Cl)c3)CC2)cc1S(=O)(=O)NC	-12.8%	14.3%[10.9 µM]	-0.3%	-11.3%
COc1cc(NC(=O)Cn2nc(C(F)(F)F)c3c2CCCC3)cc(OC)c1OC	-15.6%	-8.0%[10.9 µM]	?	1.0%
COc1ccc(NC(=O)CSc2nc3c(c(=O)n2-c2ccc(F)cc2)SCC3)cc1	25.3%	-7.7%	?	-5.6%
Cc1cnc(-c2nnc(N(C)C(=O)c3cccnc3)s2)cn1	-7.2%	-37.1%[inhibitor]	-1.1%	-24.2%

Full records as entered above. Screens in order: p53ts 32C kill | Peg3 imprint | IkB signaling | p53ts 39C tox
O=C(Nc1ccc(F)c(Cl)c1)c1ccc2c(Cl)c3c(nc2c1)CCCC3 in the list: -9.2% | -4.8%[10.9 µM] | ? | -3.4%
Cc1ccc(/C=C(\C#N)C(=O)Nc2cccc(Cl)c2)o1 in the list: -2.0% | -10.4%[10.9 µM] | 23.8% | ?

Additional compounds.
SMILES	p53ts 32C kill	Peg3 imprint	IkB signaling	p53ts 39C tox
CCOC(=O)CSc1nnc(CSc2nc3ccccc3s2)n1C	-0.1%	-7.5%	0.8%	1.2%
c1ccc(-n2c(Sc3cnccn3)nnc2-c2cccs2)cc1	-4.7%	-15.6%	-2.2%	-0.7%
COc1ccccc1N1CCN(C(CNC(=O)C(=O)NCc2ccc(F)cc2)c2cccnc2)CC1 (stereo unspecified)	?	-12.3%[10.9 µM]	-5.9%	?
COc1ccc(C2C(C(=O)NCCN(C)C)c3cc(OC)c(OC)cc3C(=O)N2C)cc1OC (stereo unspecified)	-3.6%	-0.1%	-0.9%	2.2%
COC(=O)C1=CN(C)C=C(C(=O)OC)C1c1ccc(Cl)cc1Cl	-1.2%	10.6%	1.9%	0.9%
CC1=C(C(=O)N(C)C)C(c2cccc(Cl)c2)NC(=O)N1 (stereo unspecified)	5.7%	-4.6%	1.4%	8.2%
CCOC(=O)c1c(N)n[nH]c1-c1ccc(OC)cc1	1.0%	-7.1%	-1.9%	2.6%
O=C1CSc2ccc(C(=O)N3CCN(c4ccccn4)CC3)cc2N1	-0.8%	-4.2%	2.6%	7.6%
CO[C@H]1COC(=O)C/C=C\[C@H](C)COC(=O)[C@@H](OCc2ccccc2)/C=C\[C@@H]1C	1.1%[9.22 µM]	nt	nt	2.8%[9.22 µM]
COc1cccc(N2C(=O)C3CCCN3C2c2ccc(Cl)cc2)c1 (stereo unspecified)	3.1%	-8.1%	0.0%	3.1%
CCOc1ccc(C2C(=O)N(C3CCCCCC3)CC(=O)N2Cc2ccc(C)cc2)cc1OC (stereo unspecified)	5.3%	-5.1%[10.9 µM]	-0.6%	-26.5%
CCOc1ccc(CCNC(=O)c2nn(-c3ccc(OC)c(Cl)c3)c(=O)c3c2c2ccccc2n3C)cc1OCC	8.2%	-11.4%[10.9 µM]	-2.7%	11.5%
Cc1c(C(=O)O)c(-c2ccccc2)nn1-c1ccccc1	17.4%	-4.6%	0.5%	1.1%
CCCC(=O)Nc1ccccc1-c1nnn(CC(=O)Nc2ccc(OC)cc2)n1	-3.0%	-11.6%	0.8%	-6.6%
CCCCN(CC)CCCNC(=O)Cn1ncc2c([nH]c3ccc(C)cc32)c1=O	-7.5%	-8.8%[10.9 µM]	?	-6.4%

Pulled one by one from the entries so far (three):
SMILES	p53ts 32C kill	Peg3 imprint	IkB signaling	p53ts 39C tox
CCOc1ccc(CCNC(=O)c2nn(-c3ccc(OC)c(Cl)c3)c(=O)c3c2c2ccccc2n3C)cc1OCC	8.2%	-11.4%[10.9 µM]	-2.7%	11.5%
COc1cc(C(=O)Nc2nncs2)cc(OC)c1OC	-1.5%	-1.8%	7.7%	3.7%
COc1cc(OC)c(OC)cc1NC(=O)CC1COc2ccccc2O1 (stereo unspecified)	-19.1%	nt	nt	19.4%

Later entries:
SMILES	p53ts 32C kill	Peg3 imprint	IkB signaling	p53ts 39C tox
CCOC(=O)c1[nH]c(C)c(C(=O)OCC(=O)N2CCCCC2C)c1C (stereo unspecified)	7.8%	-11.0%	0.4%	-6.4%
Cc1cccn2cc(CCNS(=O)(=O)c3ccc4c(c3)OCCO4)nc12	6.8%	-13.8%	0.6%	25.7%
Oc1ccc(NCc2ccc(OCc3ccccc3Cl)cc2)cc1	?	-65.0%[inhibitor][10.9 µM]	?	10µM*
CCOC(=O)c1cc(-c2ccccc2)n(CCC(=O)Nc2ccc(OC)c(Cl)c2)c1C	20.2%	-5.1%[10.9 µM]	-1.2%	-5.2%
